# GLP1R inv ag = inverse agonists of human GLP-1 receptor | P43220 | HEK293 GLP-1R CRE-luciferase, luminescence, 24 h; GLP-1R form is constitutively active | Potency, µM (highest dose often 38.3 µM), inactives show top-dose activity change, negative = inhibition, usual class: inhibitors | hit rate 1.6% among 410,000; further: on the % scale 0 is the no-effect control and ±100 the full control effect; nearly all actives have a fitted effect of over 55% in size
# Target sequence (P43220 whole entry, looked up): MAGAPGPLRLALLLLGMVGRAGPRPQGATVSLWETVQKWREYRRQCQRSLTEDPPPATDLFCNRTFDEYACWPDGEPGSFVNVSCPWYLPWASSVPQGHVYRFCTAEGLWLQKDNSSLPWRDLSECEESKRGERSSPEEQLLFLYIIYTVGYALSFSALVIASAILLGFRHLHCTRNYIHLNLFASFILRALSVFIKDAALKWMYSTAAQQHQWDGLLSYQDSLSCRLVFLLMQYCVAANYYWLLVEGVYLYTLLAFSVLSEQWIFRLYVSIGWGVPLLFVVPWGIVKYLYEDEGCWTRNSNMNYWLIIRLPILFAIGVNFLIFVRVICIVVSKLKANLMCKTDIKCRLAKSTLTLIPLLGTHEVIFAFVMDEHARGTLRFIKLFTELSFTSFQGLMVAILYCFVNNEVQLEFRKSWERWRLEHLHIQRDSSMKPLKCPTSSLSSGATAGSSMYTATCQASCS
#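 Readout was luciferase luminescence, measured 12 min after detection reagent at room temperature. Beforehand, GLP-1R reporter HEK293 cells had sat 12 h, then received compounds for 24 hr at 37 deg C.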
# HT1080 IDH1KD tx = toxicity to HT-1080 IDH1 knockdown cells (counter line); Potency, µM (highest dose often 46.1 µM), for inactives: top-dose activity, negative = toxicity, actives largely listed as cytotoxic; hit rate 2% among 360,000; HT-1080 IDH1 knockdown viability, ATP luminescence, 48 h; AID 686971;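 further: 0% = DMSO wells and -100% = cell-free medium wells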
#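 CellTiter-Glo luminescence after 48 h compound exposure at 37 degrees C of IDH1-knockdown HT-1080 cells in 5% FBS RPMI. %Activity scaled between DMSO wells and cell-free media wells, with curves fitted and assigned curve classes.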
# HT1080NT lethal = kills 2HG-producing HT-1080-NT fibrosarcoma cells; HT-1080-NT fibrosarcoma viability, CellTiter-Glo ATP luminescence, 48 h; Potency, µM (top dose mostly 46.1 µM), inactives show at the highest dose activity, negative = less viability, actives largely listed as cytotoxic; hit rate 1.6% among 360,000;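 further: NT is the 2HG producing partner of a matched IDH1 knockdown line; 0% = DMSO-treated cells and -100% = media-only wells without cells; nearly all actives have a fitted effect of over 55% in size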
#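 Viability of the 2HG-overproducing fibrosarcoma line after 48 hours of compound exposure at 37 degrees C was determined by luminescence with CellTiter-Glo, and concentration-effect curves were then fitted and categorized.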
# GLP1R ag = activates the human GLP-1 receptor | P43220 | HEK293 GLP-1R CRE-luciferase, luminescence, 4-6 h; cells express a hypersensitive GLP-1R form | Potency, µM (top dose mostly 45.6 µM), without a hit: at the highest dose activation, hits mostly activators | hit rate 0.007% among 380,000 | AID 624172; further: % of control where 0% means no effect
# KB-3-1 tox = kills parental KB-3-1 adenocarcinoma cells; hit rate 1.4% among 400,000; KB-3-1 viability, CellTiter-Glo ATP luminescence, 72 h; Potency, µM (titrated, usually from 46.1 µM), inactives show at the top dose activity change, negative = cytotoxic, most hits filed as cytotoxic; further: on the % scale 0 is the no-effect control and ±100 the full control effect; nearly all actives have a fitted effect of over 60% in size
#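 Luminescent ATP read-out (CellTiter-Glo) measures survival of drug-naive KB-3-1 cells after 72 h compound exposure at 37 °C. Titration series was screened from lowest to highest concentration, with DMSO vehicle plates as background controls.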
# TDP-43 yeast inh = inhibitors of TDP-43 toxicity in yeast; TDP-43 expressing yeast growth rescue, BacTiter-Glo, 24 h; Potency, µM (titrated, usually from 46.1 µM), without a hit: at the top dose growth rescue (activation), usual class: activators; hit rate 1.8% among 410,000; AID 652104; further: % of control where 0% means no effect; nearly all actives have a fitted effect of over 50% in size
#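 Galactose-induced TDP-43 yeast, OD600=0.02, compound pinned; 24 hr, 30 deg C; BacTiter-Glo luminescence for growth. Inhibitors of TDP-43 toxicity read as activators.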
# KB-V1 cytotox = kills drug-selected multidrug resistant KB-V1 cells. hit rate 3.4% among 400,000. AID 1347076. KB-V1 MDR cells viability, CellTiter-Glo, 72 h. Potency, µM (highest dose often 46.1 µM), without a hit: at the top dose activity change, negative = cytotoxicity, usual class: cytotoxic; further: on the % scale 0 is the no-effect control and ±100 the full control effect; nearly all actives have a fitted effect of over 60% in size
#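 KB-V1, DMEM (no phenol red) + 10% FBS; cpd pin-transferred, titration series; 72 h, 37 degrees C; CellTiter-Glo, luminescence. Data normalized, curve-fit.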
# SW480 rerep = induces DNA re-replication in SW480 colon adenocarcinoma cells. hit rate 1.8% among 340,000. Potency, µM (highest dose often 46.1 µM), for inactives: at the highest dose re-replication activation, usual class: activators. AID 624297. SW480 DNA re-replication, Hoechst DNA content imaging, 48 h; further: % of control where 0% means no effect; nearly all actives have a fitted effect of over 55% in size
#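 Per well, 250 cells were exposed to pinned compound for 48 hr. Nuclear DNA was visualised with Hoechst (40 min, 37 C) and total object intensity recorded by fluorescence scanning.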
# HEK293 tox = cytotoxic in the GLP-1 receptor inverse agonist counter-screen | HEK293 cAMP-luciferase reporter cells, luminescence, 24 h | AID 624418 | Potency, µM (series often up to 38.3 µM), for the others: at the highest dose activity change, negative = inhibition, actives largely listed as inhibitors | hit rate 0.13% among 410,000;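 further: loss of luciferase light is scored as toxicity; on the % scale 0 is the no-effect control and ±100 the full control effect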
#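 Quantitative HTS format, 1536 wells, 200 cells/uL seeded. Compounds: 23 nL, 24 h, 37 °C. Detection: luciferase reagent, luminescence at 12 min RT; decreased signal taken as cytotoxic.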
# * marks the source's active call; other numbers are inactive results; ? = inconclusive; · = not tested or not shown; [ ] = remark or other dose. The call rests on the fitted dose curve; in most records, active means well fitted curve in the direction sought with a large enough effect; inconclusive means small, poorly fitted or top-dose-only effect, or another doubt; inactive means no such curve, though single readings can be large; an effect the other way counts as inactive or inconclusive. Potency means the concentration at half of the fitted maximal effect.
compound	TDP-43 yeast inh	HT1080NT lethal	SW480 rerep	HT1080 IDH1KD tx	GLP1R inv ag	GLP1R ag	KB-3-1 tox	HEK293 tox	KB-V1 cytotox
C[C@H](CO)N1C[C@H](C)[C@@H](CN(C)C(=O)NC2CCCCC2)Oc2ccc(NC(=O)Cn3cnnn3)cc2C1=O	2%	0%	3%	3%	16%	2%	11%	-23%	9%
CCOC(=O)C1CCN(C(=O)CSc2cc(=O)n(C)c3ccccc23)CC1	6%	-11%	-15%	-7%	0%	-1%	0%	-2%	?
Cc1c(CCC(=O)N2CCC(C(=O)NCCCCCC(=O)O)CC2)c(=O)oc2cc3oc4c(c3cc12)CCCC4	-4%	11%	-7%	7%	17%	-2%	-2%	-7%	0%
CS(=O)(=O)N(CC(=O)Nc1cccc(Br)c1)Cc1ccccc1	-6%	-8%	-4%	-23%	?	-6%	-5%	-4%	-16%
Cc1nnc(SCC(=O)Nc2ccc(N3CCOCC3)cc2)n1-c1ccccc1	8%	9%	-8%	6%	4%	-2%	1%	-11%	2%
COc1cc2c(cc1OC)C(/C(C#N)=N\O)=NC(C)(C)C2	-10%	7%	-6%	-5%	0%	10%	-8%	0%	-30%
Cc1ccc2nc(-c3ccco3)c(Cc3ccccc3)n2c1	24%	?	·	23µM*	0%	9%	-4%	0%	?
CCN(c1ccccc1)S(=O)(=O)c1ccc(C(=O)N2CC(C)CC(C)C2)cc1 (stereo not given)	0%	10%	-4%	14%	?	1%	-8%	-3%	-13%
N/C(=N\NS(=O)(=O)c1ccccc1Cl)c1ccccn1	-7%	5%	-13%	-1%	-7%	0%	-4%	-3%	-6%
COc1cc(Cl)c(NC(=O)CN(C)S(=O)(=O)c2ccc3[nH]c4c(c3c2)CCCC4)c(OC)c1	22%	·	·	·	?	·	-16%	-2%	-5%
COc1cc([N+](=O)[O-])ccc1N1C(=O)C2C3C=CC(C4CC34)C2C1=O (stereo not given)	-3%	1%	-113%[inhibitor]	2%	-10%	4%	3%	20%	?
COc1cc(NC(=O)COC(=O)Cc2ccsc2)cc(OC)c1	17%	17%[9.24 µM]	-9%	10%	13%	0%	0%	-10%	?
O=c1nc2sc3ccccc3n2c(=O)n1-c1ccc(Cl)c(Cl)c1	12%	·	·	·	4%	·	-15%	2%	?
O=C1OC2(c3ccccc3)C3CCCC2C13	-19%	5%	-7%	-2%	14%	-14%	4%	-21%	8%
CC(C)c1ccc(S(=O)(=O)N2CCN(C(=O)CN3C(=O)NC4(CCCC4)C3=O)CC2)cc1	0%	2%	0%	-5%	-28%	-7%	-4%	-7%	21%
O=C1C2C3C=CC(CC3)C2C(=O)N1c1ccccc1F (stereo not given)	-14%	8%	-3%	15%	-12%	4%	7%	-4%	14%
C/C(=N\NC(=O)c1ccc(NS(=O)(=O)c2cccs2)cc1)c1ccccc1	-19%	3%	14%	-3%	1%	7%	7%	-14%	-5%
COc1ccc(NC(=O)CSCC(=O)N(C)CC(=O)Nc2ccc(Cl)c(C(F)(F)F)c2)cc1	-18%	?	?	-28%	?	16%	-23%	-13%	2%
O=C(Nc1nc(=O)[nH]s1)c1ccccc1	-4%	13%	4%	2%	4%	-1%	1%	-1%	3%
N#CC1(c2cccc(Br)c2)C(=O)Nc2ccccc21 (stereo not given)	7%	19%	-14%	-1%	-19%	4%	5%	3%	19%
COc1ccc(NC(=O)c2ccccc2OCc2ccc(F)cc2)c(OC)c1	21%	-1%	0%	-12%	?	13%	-1%	5%	?
N#CCCC12CCCCC1=Nc1ccccc12 (stereo not given)	20%	0%	-12%	-12%	-1%	-1%	2%	0%	6%
Cc1c(C(=O)OCC(=O)Nc2ccc3c(c2)OCO3)cccc1[N+](=O)[O-]	0%	1%	1%	-2%	10%	3%	0%	-5%	?
CNc1nc(SC)nc2ccccc12	-26%	5%	-69%[inhibitor]	1%	9%	0%	-6%	-4%	1%
CCOC(=O)c1c(NC(=S)NNS(=O)(=O)c2ccc(Br)cc2)sc2c1CCCCC2	8%	-3%	23%	1%	12%	2%	-11%	-7%	?
CCN1CCN(CC(=O)N2CCCC(C(=O)c3ccc(Oc4ccccc4)cc3)C2)CC1 (stereo not given)	-7%	-22%	3%	-23%	?	-11%	1%	-7%	-17%
O=C(O)Cn1cc(C(=O)C2CC2)c2ccccc21	-15%	4%	6%	-18%	5%	1%	1%	16%	0%
CC(=O)c1c(N2CCN(C(=O)C3CCCO3)CC2)nc(=S)n(-c2ccccc2)c1C (stereo not given)	-33%[inhibitor]	1%	-3%	0%	11%	-18%	-3%	4%	12%
Cc1ccc(OCC(=O)N2CCOCC2)c([N+](=O)[O-])n1	7%	29%	-16%	22%	43%[activator]	15%	13%	-1%	0%
CC(C)Sc1nc2c(c(=O)[nH]c(=O)n2C)n1Cc1ccccc1	-6%	-17%	-4%	-4%	49%[activator]	3%	-2%	-4%	?
Cc1ccc(NC2=CC(=O)CC(c3ccco3)C2)c(N)c1 (stereo not given)	-4%	-11%	27%	-2%	4%	1%	-22%	-11%	15%
CCOC(=O)C1CCN(c2c(NC3CCCc4ccccc43)c(=O)c2=O)CC1 (stereo not given)	16%	1%	2%	5%	-18%	7%	-5%	19%	4%
O=c1[nH]c(=S)n(C2CCCCC2)c(O)c1C=NCCN1CCOCC1	9%	-4%	-5%	-6%	14%	10%	-1%	-9%	10%
CCOC(=O)C(=O)Nc1ccc(S(=O)(=O)N2CCOCC2)cc1OC	-23%	9%	6%	3%	0%	-11%	1%	3%	-2%
O=C(CSc1nc2cc(C(F)(F)F)ccc2n1Cc1ccccc1)NC1CCS(=O)(=O)C1 (stereo not given)	0%	-3%	?	3%	?	7%	2%	-5%	?
Cc1c(C(=O)Nc2nccs2)oc2ccccc12	-5%	-12%	·	-12%	0%	0%	2%	-1%	-7%
Cn1c(N)c(C(=O)COC(=O)COc2cccc(Br)c2)c(=O)n(C)c1=O	14%	1%	-7%	6%	0%	7%	-1%	-1%	11%
N/C(=N\OC(=O)c1ccncc1)c1cccc([N+](=O)[O-])c1	?	29%	5%	21%	15%	3%	-1%	-9%	?
COC(=O)[C@]12CCCCC=C1N(Cc1ccccc1)C(=O)[C@H](CC(=O)NCc1cccs1)C2	-5%	-3%	·	-13%	-28%	4%	-19%	17%	?
CCc1cccc(NC(=O)CCc2nc(-c3cccs3)no2)c1	?	-9%	-17%	-7%	?	-3%	9%	0%	0%

# Compounds above containing a COOH group, in the order listed:
compound	TDP-43 yeast inh	HT1080NT lethal	SW480 rerep	HT1080 IDH1KD tx	GLP1R inv ag	GLP1R ag	KB-3-1 tox	HEK293 tox	KB-V1 cytotox
Cc1c(CCC(=O)N2CCC(C(=O)NCCCCCC(=O)O)CC2)c(=O)oc2cc3oc4c(c3cc12)CCCC4	-4%	11%	-7%	7%	17%	-2%	-2%	-7%	0%
O=C(O)Cn1cc(C(=O)C2CC2)c2ccccc21	-15%	4%	6%	-18%	5%	1%	1%	16%	0%

# Going on with the list:
compound	TDP-43 yeast inh	HT1080NT lethal	SW480 rerep	HT1080 IDH1KD tx	GLP1R inv ag	GLP1R ag	KB-3-1 tox	HEK293 tox	KB-V1 cytotox
COC(=O)Nc1ccc2c(c1)N(C(=O)CCN1CCOCC1)c1ccccc1S2	-11%	-28%	1%	-27%	0%	30%	3%	6%	-23%
CCOC(=O)/C=C/C(=O)NNC(=O)c1ccccc1Cl	4%	15%	9%	21%	6%	-3%	5%	-11%	-5%
O=C(COc1ccc2oc3c(c2c1)CCCC3)Nc1ccccn1	2%	?	-12%	?	-3%	0%	-8%	-12%	-5%
O=C(CCCC(=O)c1ccccc1)Nc1ccc(O)cc1	-4%	-2%	?	-6%	4%	-3%	-2%	-15%	3%
Cc1ccc([N+](=O)[O-])cc1NC(=O)c1ccc(-c2ccccc2)cc1	0%	-2%	0%	-1%	3%	-28%	3%	15%	9%
CCN(C[C@H]1N[C@@](C)(C(=O)OC)[C@H]2C(=O)N(C)C(=O)[C@@H]12)C(=O)Nc1ccc(C)cc1	15%	2%	3%	4%	2%	-3%	0%	-2%	0%
COc1ccc(S(=O)(=O)N2CCN(C)CC2)cc1NC(=O)c1ccccc1C	-12%	-1%	-45%[inhibitor]	7%	15%	12%	-1%	4%	-5%
COc1ccc(NC(=O)c2cncc(Br)c2)cc1S(=O)(=O)N1CCCCC1	12%	-7%	2%	-10%	-6%	5%	-5%	-5%	0%
Cc1csc(=O)n1CC(=O)OCC(=O)NNC(=O)c1ccc(Cl)cc1	6%	3%	1%	7%	9%	-6%	-8%	-8%	-12%
O=C(NCc1cccnc1)c1cccn2c(=O)c3sccc3nc12	-7%	-14%	-10%	-4%	19%	8%	16%	9%	-5%
Cc1ccc(-c2c(C(=O)N3CCN(c4cccc(C)c4)C(C)C3)oc(=O)c3ccccc23)cc1 (stereo not given)	14µM*	·	·	·	?	0%	?	-1%	?
Cc1cccc(-c2nc3c(c(SCC(=O)N4CCOCC4)n2)Cc2c(CO)cnc(C)c2O3)c1	-3%	?	-13%	?	?	-1%	15µM*	-36%	0%
COc1cccc(CNc2nc3ccc(NC(C)=O)cc3s2)c1	·	0%	-19%[1.84 µM]	0%	52%[activator]	-6%	15%	-7%	-5%
Cc1nn(CCOc2ccc(Br)cc2)c(C)c1[N+](=O)[O-]	?	17%	7%	-2%	-23%	13%	-3%	2%	-6%
CC(NS(=O)(=O)c1ccc2c(c1)c(=O)n(C)c(=O)n2C)C(=O)NC1CCCCC1 (stereo not given)	0%	1%	-30%[inhibitor]	-13%	2%	7%	1%	1%	8%
CCc1nc2ccc(C(=O)NCCCN3CCN(c4ccc(F)cc4)CC3)cc2nc1CC	-14%	?	5%	?	-86%	5%	?	-25%	-12%

# From PubChem
